# Bioassay records (PubChem BioAssay)
# CSM14.1 death rescue = protection against thapsigargin-triggered cell killing – 384-well, CSM14.1, ATP luminescence, primary screen (AID 1222); cellular ATP content (survival), % at 20 µM; hits with a dose series show EC50 in µM; 190,000 tested, under 10 active; CSM14.1 thapsigargin-induced death rescue, ATP luminescence; higher % means a stronger effect;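 active means EC50 below 50 µM in the dose-response confirmation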;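 further: death triggered by thapsigargin at about 15 µM added after 2 h compound pretreatment; cell ATP read after overnight thapsigargin exposure of roughly 18 to 22 hours; normalized against plate controls of thapsigargin alone and 5% DMSO vehicle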
# GPR55 activation = selective activators of receptor GPR55 – imaging, U2OS cells, beta-arrestin-GFP redistribution, primary screen (AID 1961); 0.048% of 290,000 active; one-dose activation, % at 10 µM; EC50 in µM for titrated hits; U2OS GPR55 beta-arrestin-GFP redistribution imaging; higher % means a stronger effect;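 active means activation above 40% with more than 50 cells counted in the well; inconclusive means wells holding fewer than 50 cells, flagged as toxic or sparse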;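 further: U2OS osteosarcoma cells stably expressing GPR55 and beta-arrestin-GFP; plate controls were DMSO negative control for no effect and LPI positive control for full effect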
# HEK293 NOD2/NF-kB = NOD2 signaling inhibitors, cell-based, luminescence, uHTS, HEK293 (AID 1566) | inhibition, % at 4 µM; hits with a dose series show EC50 in µM | 0.63% of 290,000 active | HEK293 NOD2/NF-kB luciferase reporter, luminescence; higher % means a stronger effect; further: many of its hits are not listed in these tables
# KOR beta-arrestin-1 = KOR antagonists, beta-arrestin recruitment, cell-based, luminescence, uHTS (AID 1778); KOR beta-arrestin recruitment, luminescence, antagonist mode; higher % means a stronger effect; inhibition, % at 10 µM, or IC50 in µM where a hit was titrated; 0.091% of 290,000 active; further: strong numbers were not always called active
# KOR beta-arrestin-2 = KOR agonists, beta-arrestin recruitment, primary screen, cell-based, luminescence, uHTS (AID 1777) | KOR beta-arrestin recruitment, luminescence; higher % means a stronger effect | one-dose activation, % at 10 µM; EC50 in µM for titrated hits | 0.02% of 280,000 active; in the data active means activation above about 50%, passing the limit was not always enough; further: a part of the inactive calls stands beside numbers as strong as those of hits
# NTR1 ag = NTR1-driven beta-arrestin-GFP spot formation – imaging, U2OS cells, high content, primary screen (AID 493036); P30989; agonist mode; activation, % at 20 µM; 0.17% of 330,000 active;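 active means activation at or above 40% of the spot to cytoplasm intensity ratio, with at least 20 cells analyzed; inconclusive means wells under 20 cells, flagged as cytotoxic or low count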;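 further: 0% = DMSO without peptide and 100% = 100 nM NTR1 peptide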
# Target sequence (P30989 whole entry, looked up): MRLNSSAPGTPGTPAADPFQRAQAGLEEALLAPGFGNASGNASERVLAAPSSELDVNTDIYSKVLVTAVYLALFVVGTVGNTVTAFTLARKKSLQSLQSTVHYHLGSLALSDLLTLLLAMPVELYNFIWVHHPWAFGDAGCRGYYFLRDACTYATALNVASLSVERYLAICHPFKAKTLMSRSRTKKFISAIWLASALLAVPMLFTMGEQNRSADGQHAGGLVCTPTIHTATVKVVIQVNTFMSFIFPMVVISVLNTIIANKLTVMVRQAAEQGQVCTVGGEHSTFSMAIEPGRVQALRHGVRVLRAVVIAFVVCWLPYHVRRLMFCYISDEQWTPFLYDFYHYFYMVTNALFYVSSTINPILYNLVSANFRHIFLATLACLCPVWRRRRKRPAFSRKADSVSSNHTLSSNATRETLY
# TNAP activators = stimulation of alkaline phosphatase TNAP activity – biochemical, luminescent, no phosphate acceptor, uHTS, primary screen (AID 1001); purified TNAP, luminescent activation assay, no phosphate acceptor; higher activation fold means a stronger effect; activation fold at 20 µM, or EC50 in µM where a hit was titrated; 0.03% of 200,000 active; in the data active means activation fold from about 3, or a potency from the dose series; inactive means the rest, 99 in 100 with activation fold below about 1.6; further: many of its hits are not listed in these tables
# Yfh1-off respiration = enhancers of respiration in Yfh1-depleted yeast, dose response, Friedreich's ataxia, plus single-dose screen (AID 1465); S. cerevisiae Yfh1-off respiration, WST-1 reduction, 72 h; higher fold induction means a stronger effect; one-dose fold induction at 50 µM; EC50 in µM for titrated hits; 0.074% of 220,000 active;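 active means fold induction of absorbance versus untreated yeast above a set limit, then at least 30% activation at any dose in follow-up; inconclusive means repeats straddling the limit, or above it without dose testing; inactive means fold induction below the set limit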;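 further: activators that raise dye reduction in frataxin-depleted yeast; strong numbers were not always called active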
# NOD1 NF-kB reporter = inhibition of NOD1-driven NF-kB reporter – cell-based, luminescence, uHTS, primary screen (AID 1578) | NOD1-driven NF-kB luciferase reporter cells, luminescence; higher % means a stronger effect | 1% of 290,000 active | one-dose inhibition, % at 4 µM; EC50 in µM for titrated hits; in the data active means inhibition mostly above about 36%, no sharp cut-off; inactive means mostly below about 34%;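 further: HEK-293T reporter cells stimulated with the NOD1 agonist gamma-tri-DAP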
# NTR1 ag cell count 20 µM = further read-out of NTR1 ag, marked with its call; cell count; measured here: cell count, cytotoxicity flag
# * hit, by the source's call; i = inactive; ? = inconclusive; . = not tested or not shown; [ ] = remark or other dose. Unless noted, no stated cut-off is given here; in the data, active means inhibition above about 50%; inactive means the rest. A portion of the library (hit frequency here may not be typical).
No.	mol	CSM14.1 death rescue	NTR1 ag cell count 20 µM	TNAP activators	KOR beta-arrestin-1	HEK293 NOD2/NF-kB
1	Cc1ccc(S(=O)(=O)N2CCOCC2)cc1C(=O)OC1CCCCC1=O (configuration not stated)	-0.2%	30	1.1	-8%	6%
2	O=C(CCC(=O)N(CC(=O)NC1CCCCC1)c1ccc2c(c1)OCCO2)Nc1ccccn1	-1.0%	30	1	-16%[20 µM]	-11%
3	COc1ccc(NC(=O)CSc2nncn2C)cc1OC	-2.0%	39	1.1	-38%	-17%
4	COC(=O)C1=C(C)N(CC2CCCO2)C(=O)C1 (configuration not stated)	1.5%	82	1.1	11%	17%
5	O=S(=O)(Nc1ccon1)c1ccc(Br)cc1	.	64	.	14%	-2%
6	CCc1cc2ccc(OC)cc2nc1SCC(=O)NNC(C)=O	-0.9%	46	1.2	-41%[20 µM]	-1%
7	COc1ccc(C(CNC(=O)c2cc3c(s2)CCCC3)N2CCOCC2)cc1 (configuration not stated)	.	59	.	-4%	20%
8	Cc1ccsc1S(=O)(=O)N1CCC(CO)(CC2CCCCO2)CC1 (configuration not stated)	1.5%	45	1	1%	34%
9	CC(C)c1nnc(NC(=O)C2CCN(c3cnccn3)CC2)s1	15%	78	1.1	-23%	15%
10	COc1ccccc1/C=N/NC(=O)c1ccc(N(C)S(=O)(=O)c2ccccc2)cc1	-1.5%	70	1.1	5%	-17%
11	COc1ccc(N(CC(=O)NCc2ccco2)S(C)(=O)=O)c(OC)c1	0.7%	32	1.1	-26%	18%
12	C#CCOc1c(Cl)cc(/C=N/NC(N)=S)cc1OCC	-1.2%	66	1	-9%	16%
13	Cc1cccc(S(=O)(=O)Nc2ccncc2)c1	.	56	.	-13%	12%
14	CCOC(=O)c1cnc2c(c(C)nn2-c2ccc(C)cc2)c1Cl	.	100	.	30%	3%
15	Cc1ccc(S(=O)(=O)N(C)C)cc1NC(=O)c1sccc1Cl	.	51	.	18%	16%

No.	NTR1 ag	GPR55 activation	NOD1 NF-kB reporter	Yfh1-off respiration	KOR beta-arrestin-2
1	0.7	1.0%	-45%	i	-1.2%
2	-0.1	0.2%	-44%	i	.
3	0.7	-0.2%	-46%	i	1.0%
4	0.0	-0.3%	5%	i	-0.7%
5	0.0	-0.2%	-20%	.	-2.1%
6	0.7	-0.1%	8%	i	-3.3%
7	-1.4	-0.2%	-16%	.	10%
8	1.2	-0.3%	-28%	i	0.9%
9	-1.6	1.8%	-17%	i	-3.5%
10	2.3	0.6%	-8%	i	-2.3%
11	-0.4	-0.1%	-28%	i	0.8%
12	3.2	-0.3%	-2%	i	3.1%
13	0.9	0.2%	-18%	.	-3.1%
14	6.8	-0.1%	-4%	.	1.3%
15	0.6	-0.2%	-6%	i	-2.2%

# Next part
No.	mol	CSM14.1 death rescue	NTR1 ag cell count 20 µM	TNAP activators	KOR beta-arrestin-1	HEK293 NOD2/NF-kB
16	N/C(=N\OC(=O)Oc1ccccc1)c1ccc(Cl)cc1	-0.8%	70	1.2	26%	15%
17	CC(C)OCCCNC(=O)COc1ccc2oc3c(c2c1)CCCC3	.	62	.	20%	-7%
18	NS(=O)(=O)c1cccc(NS(=O)(=O)c2ccc(/C=C/C(=O)OCC(=O)c3ccccc3)cc2)c1	0.5%	52	0.8	-2%	-17%
19	CC(C)[C@H](NC(=O)C1CCCC1)c1nc2ccccc2[nH]1	0.4%	56	1.1	22%	11%
20	C[C@]12CCC3C(CC[C@H]4CC(O)CC[C@]34C)C1CC/C2=N/NC(=O)c1ccncc1 (some centres not stated)	.	73	.	-15%	-6%
21	COc1ccc(C2OCC3(CO2)SC(=O)NC3=O)cc1OC (configuration not stated)	-1.3%	40	1.2	13%	3%
22	CCn1nc(C)cc1C(=O)Sc1cccc(Cl)c1	.	43	.	-23%	22%
23	Clc1ccc(CNCCCSc2ncccn2)cc1Cl	.	68	.	-18%[20 µM]	-36%
24	C/C(=N/OCO/N=C(/C)c1ccc(F)cc1)c1ccc(F)cc1	-2.0%	72	1.1	-10%	-3%
25	Cc1nnc(SCC(=O)N2CCN(c3ccccc3)CC2)n1-c1ccccc1	-0.5%	36	1.1	6%	9%
26	Nc1ncc(-c2ccccc2)c(-c2ccc(O)cc2O)n1	.	80	.	-24%	-39%
27	O=C(Nc1ccc(Cl)cc1)N1CCSC1=NCc1ccccc1	.	42	.	-10%	-36%
28	CC1=C(C(=O)OCC2CCCO2)C(c2coc3ccc(C)cc3c2=O)C2=C(CCCC2=O)N1 (configuration not stated)	-1.6%	55	1.1	-52%	4%
29	COc1cccc(NC(=O)CSc2nnc(-c3cccs3)n2C)c1	-0.8%	38	1.1	11%	-10%
30	C=CCNC(=S)NNC(=O)c1cc(C)nc2ccccc12	-1.0%	59	2.8	10%	-23%

No.	NTR1 ag	GPR55 activation	NOD1 NF-kB reporter	Yfh1-off respiration	KOR beta-arrestin-2
16	2.2	0.4%	-5%	i	-9.2%
17	0.2	-0.1%	-6%	.	-7.8%
18	2.8	-0.2%	-20%	i	3.5%
19	1.5	0.0%	-16%	i	-2.2%
20	1.0	-0.1%	-2%	.	-1.7%
21	-0.1	-0.3%	-21%	i	-1.3%
22	6.5	-0.2%	-8%	i	7.4%
23	0.5	-0.1%	17%	.	2.4%
24	1.4	0.3%	15%	i	2.6%
25	4.2	-0.1%	-11%	i	1.4%
26	-0.5	-0.1%	-9%	.	3.9%
27	0.5	0.0%	-6%	i	.
28	-1.2	-0.3%	-28%	i	0.5%
29	0.4	0.1%	-28%	i	-2.8%
30	-1.4	0.8%	-9%	i	-1.8%

# More entries follow:
No.	mol	CSM14.1 death rescue	NTR1 ag cell count 20 µM	TNAP activators	KOR beta-arrestin-1	HEK293 NOD2/NF-kB
31	Cc1ccc(-c2nc3ccccc3s2)cc1NC(=O)c1ccc2c(c1)OCO2	-0.8%	39	1.1	-15%	-38%
32	CCNC(=O)c1ccccc1-c1nc(-c2ccccc2)no1	.	50	.	29%	-1%
33	Cc1ccccc1-c1nnc(SCC(=O)N2CCCC2)o1	.	59	.	-26%	-40%
34	COC(=O)Cn1cnc2c(nnn2-c2ccc(C)cc2)c1=O	.	59	1.1	10%	14%
35	Clc1ncc(Cn2cccn2)s1	2.2%	34	1.1	-12%	9%
36	CC(=O)Nc1cc(C(=O)N2CCc3ccccc3C2)ccc1Sc1ccc(Cl)cc1	-1.5%	45	1.1	12%	11%
37	N#C/C(=C\c1c(N2CCOCC2)nc2ccccn2c1=O)C(=O)NC1CCS(=O)(=O)C1 (configuration not stated)	.	49	.	-25%	0%
38	O=C(N/C(=C\c1ccc(F)cc1)C(=O)N1CCOCC1)c1ccccc1	.	44	.	-34%	8%
39	Cc1ccc(-c2nnc(N3CCOCC3)c3ccccc23)cc1S(=O)(=O)NCC1CCCO1 (configuration not stated)	.	25	0.9	-9%	20%
40	COc1cc2c3nc4n(c(=O)c3n(CC(=O)NCC3CCCO3)c2cc1OC)CCS4 (configuration not stated)	.	48	.	-11%	-12%
41	C=CCOc1c(Cl)cc(CNc2ccc(C)c(Cl)c2)cc1OC	-5.3%	86	1.2	-93%	-30%
42	O=C(CN1CC(c2ccccc2)CC1=O)Nc1ccc2c(c1)OCO2 (configuration not stated)	-2.9%	48	1.1	-2%	-2%
43	C/C(=N\Nc1nc(C)cc(C)n1)c1ccc(C)o1	.	68	.	-18%	3%
44	O=C(c1cccc2c1-c1ccccc1C2)N1CCCCC1	.	54	.	10%	-1%
45	CCn1c(SCC(=O)c2c[nH]c3ccccc23)nc2cc(S(=O)(=O)N3CCOCC3)ccc21	-1.8%	49	1.1	21%	5%
46	Cc1onc(C(=O)Nc2c(C)n(C)n(-c3ccccc3)c2=O)c1[N+](=O)[O-]	.	54	.	-21%	7%
47	CN(CC(=O)NCCc1ccc(S(N)(=O)=O)cc1)S(=O)(=O)/C=C/c1ccccc1	.	50	.	-23%	-17%
48	CC(=O)c1c(C)[nH]c(C(=O)N2CCc3ccccc32)c1C	2.7%	64	1.1	-82%	11%

No.	NTR1 ag	GPR55 activation	NOD1 NF-kB reporter	Yfh1-off respiration	KOR beta-arrestin-2
31	1.0	0.0%	-39%	?	2.0%
32	2.2	1.5%	0%	i	4.5%
33	0.1	0.3%	-13%	.	-4.2%
34	-0.5	-0.2%	-26%	i	-1.4%
35	2.9	0.1%	-21%	i	-3.2%
36	6.0	-0.2%	-37%	i	-1.3%
37	-0.7	-0.1%	3%	i	8.4%
38	-0.4	0.3%	8%	.	-0.9%
39	0.7	0.6%	21%	i	1.8%
40	-1.2	-0.2%	0%	.	-6.6%
41	-0.1	-0.1%	-11%	i	4.7%
42	-2.6	-0.2%	-14%	.	-2.9%
43	0.1	-0.2%	4%	i	.
44	0.7	0.3%	-2%	i	.
45	2.6	0.6%	-36%	i	10%
46	1.8	-0.1%	8%	i	2.7%
47	-0.8	-0.2%	-32%	.	-1.6%
48	0.8	0.2%	-1%	i	-3.1%

# In a second layout: entries from further up
47: CN(CC(=O)NCCc1ccc(S(N)(=O)=O)cc1)S(=O)(=O)/C=C/c1ccccc1
- CSM14.1 death rescue: .
- NTR1 ag cell count 20 µM: 50
- TNAP activators: .
- KOR beta-arrestin-1: -23%
- HEK293 NOD2/NF-kB: -17%
- NTR1 ag: -0.8
- GPR55 activation: -0.2%
- NOD1 NF-kB reporter: -32%
- Yfh1-off respiration: .
- KOR beta-arrestin-2: -1.6%

38: O=C(N/C(=C\c1ccc(F)cc1)C(=O)N1CCOCC1)c1ccccc1
- CSM14.1 death rescue: .
- NTR1 ag cell count 20 µM: 44
- TNAP activators: .
- KOR beta-arrestin-1: -34%
- HEK293 NOD2/NF-kB: 8%
- NTR1 ag: -0.4
- GPR55 activation: 0.3%
- NOD1 NF-kB reporter: 8%
- Yfh1-off respiration: .
- KOR beta-arrestin-2: -0.9%

39: Cc1ccc(-c2nnc(N3CCOCC3)c3ccccc23)cc1S(=O)(=O)NCC1CCCO1 (configuration not stated)
- CSM14.1 death rescue: .
- NTR1 ag cell count 20 µM: 25
- TNAP activators: 0.9
- KOR beta-arrestin-1: -9%
- HEK293 NOD2/NF-kB: 20%
- NTR1 ag: 0.7
- GPR55 activation: 0.6%
- NOD1 NF-kB reporter: 21%
- Yfh1-off respiration: i
- KOR beta-arrestin-2: 1.8%

43: C/C(=N\Nc1nc(C)cc(C)n1)c1ccc(C)o1
- CSM14.1 death rescue: .
- NTR1 ag cell count 20 µM: 68
- TNAP activators: .
- KOR beta-arrestin-1: -18%
- HEK293 NOD2/NF-kB: 3%
- NTR1 ag: 0.1
- GPR55 activation: -0.2%
- NOD1 NF-kB reporter: 4%
- Yfh1-off respiration: i
- KOR beta-arrestin-2: .
